Compound activity (PubChem)
ARNT-TACC3 inh = disrupts binding between human ARNT and TACC3; actives 0.66% (n = 390,000); Q9Y6A5; inhibition, % at 9.99 µM; AID 623870; AlphaScreen His-ARNT PAS-B/GST-TACC3 binding, luminescence; TACC3 fragment carries E629A point mutation;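 active means mean inhibition of replicates at least 50% and at least half of replicates each reaching 50%; inconclusive means half or more replicates reach 50% but mean below 50%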;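 further: 0% = complete ARNT plus TACC3 wells and 100% = ARNT alone without TACC3; many hits fall short of the cut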
DENV2 CPE rescue = inhibitors of DENV2 cytopathic effect | AID 651640 | DENV2-infected cells, cytopathic effect rescue, plate reader | CPE inhibition, % at 9.99 µM | actives 1.7% (n = 350,000); in the data active means CPE inhibition above about 20%, passing the limit was not always enough; inconclusive means no clear call, values can overlap the other calls; tested in BHK-21 cells;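 further: 0% = median of neutral control wells and 100% = median of positive control wells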
PAX8 reporter = lowers PAX8-driven luciferase in RMG-I cells; AID 652154; RMG-I TPO-luciferase reporter, SteadyGlo, 24 h; inhibition, % at 12.6 µM; actives 1.2% (n = 360,000);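 active means mean replicate inhibition at least 60% with every replicate also reaching 60%; inconclusive means only one of the two criteria is met; inactive means mean below 60% and not all replicates reaching 60%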;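 further: luciferase light reporting Pax8 driven TPO promoter activity; plate controls were median of neutral control wells for no effect and mitoxantrone controls for full effect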
EWS-Fli inh = blocks EWS/Fli oncoprotein-driven transcription; actives 0.67% (n = 350,000); A673 NR0B1-luciferase reporter, viability-normalised; inhibition, % at 12.6 µM;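 active means mean inhibition of at least 50% after viability correction, with every replicate also passing that limit; inconclusive means mean reaches 50% but only one of two replicates passes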;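 further: firefly luciferase signal divided by Alamar Blue viability fluorescence both relative to DMSO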
CASP6 VEID inh = inhibitors of human caspase-6 | P55212 | purified caspase-6, Z-VEID-R110 cleavage fluorescence | inhibition, % at 12.5 µM | actives 0.53% (n = 350,000) | AID 686996;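 active means mean inhibition across replicates at least about 35%, with every replicate also reaching that limit, limit read from the data; inconclusive means only one of the two criteria met; inactive means neither criterion met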;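 further: 0% = median of neutral control wells and 100% = no fluorescence left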
Target sequence (P55212 24-179 limits assumed): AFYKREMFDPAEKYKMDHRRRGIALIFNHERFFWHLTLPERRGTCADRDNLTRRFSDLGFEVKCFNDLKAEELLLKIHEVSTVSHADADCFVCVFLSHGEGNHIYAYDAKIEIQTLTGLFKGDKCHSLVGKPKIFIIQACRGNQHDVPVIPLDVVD
Target sequence (P55212 194-293 limits assumed): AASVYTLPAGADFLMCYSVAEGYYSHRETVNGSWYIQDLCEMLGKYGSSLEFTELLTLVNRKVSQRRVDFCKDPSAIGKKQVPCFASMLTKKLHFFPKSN
LGR2 inh = inhibitors of bursicon-induced Drosophila LGR2 receptor cAMP signaling; HEK293 LGR2, CRE-luciferase, bursicon-stimulated, 4 h; inhibition, % at 9.99 µM; AID 720647; actives 0.35% (n = 380,000);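 active means drop in luminescence signal, shown as inhibition above about 50% in the replicate tests, limit read from the data, passing the limit was not always enough; inconclusive means probably only some replicates passing the limit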;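 further: agonist challenge used bursicon conditioned medium at about half maximal strength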
SIRT5 block = inhibitors of human sirtuin-5 desuccinylase. Purified SirT5, succinyl-peptide AMC, trypsin-coupled fluorescence. inhibition, % at 15 µM. actives 1.1% (n = 330,000). AID 652115; in the data active means inhibition above about 15%; inconclusive means no clear call, values can overlap the other calls
Target sequence (Q9NXA8 whole entry, looked up): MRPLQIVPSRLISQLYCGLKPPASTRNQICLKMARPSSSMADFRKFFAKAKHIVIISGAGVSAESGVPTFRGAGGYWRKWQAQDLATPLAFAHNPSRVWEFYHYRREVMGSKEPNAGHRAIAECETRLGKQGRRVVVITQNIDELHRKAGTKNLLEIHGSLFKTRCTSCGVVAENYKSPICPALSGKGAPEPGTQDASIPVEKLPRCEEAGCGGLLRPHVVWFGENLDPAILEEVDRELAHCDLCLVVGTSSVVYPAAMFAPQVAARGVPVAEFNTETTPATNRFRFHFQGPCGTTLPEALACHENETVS
* = called active by the depositor.

Screening COc1cc2c(cc1O)C=[N+](Cc1cccc(OC(F)(F)F)c1)CC2 returned ARNT-TACC3 inh -6, DENV2 CPE rescue 2, PAX8 reporter 5, EWS-Fli inh 32, CASP6 VEID inh -6 and SIRT5 block 2.
C[C@H](CO)N1C[C@H](C)[C@@H](CN(C)S(=O)(=O)c2cn(C)cn2)OCCCC[C@H](C)Oc2ccc(NC(=O)Nc3ccc(C(F)(F)F)cc3)cc2C1=O was read as ARNT-TACC3 inh -6, DENV2 CPE rescue 11, PAX8 reporter 21, EWS-Fli inh 1 and LGR2 inh 10.
Cc1cccc(/C=C/C(=O)c2ccc([N+](=O)[O-])o2)c1 was read as ARNT-TACC3 inh -31, DENV2 CPE rescue 6, PAX8 reporter 28, EWS-Fli inh 63*, CASP6 VEID inh 1, LGR2 inh 101* and SIRT5 block 1.
`C[C@@H]1CN([C@@H](C)CO)C(=O)c2c(c3ccccc3n2C)-c2ccccc2CO[C@@H]1CN(C)Cc1ccncc1` gave ARNT-TACC3 inh -2, DENV2 CPE rescue 12, EWS-Fli inh 16, CASP6 VEID inh 1, LGR2 inh -16 and SIRT5 block -4.
COc1ccc(C(=O)NC2=NCCS2)c(OC)c1 was read as ARNT-TACC3 inh 7, DENV2 CPE rescue 0, PAX8 reporter -98, EWS-Fli inh -40, CASP6 VEID inh -3, LGR2 inh -7 and SIRT5 block -5.
For CO[C@H](CN(C)Cc1cc(F)ccc1F)[C@@H](C)CN([C@H](C)CO)S(=O)(=O)c1ccc(C)cc1 the results were ARNT-TACC3 inh 3, DENV2 CPE rescue -3, EWS-Fli inh 11, CASP6 VEID inh 3 and LGR2 inh 3.
`COc1cccc(-c2nnn(C/C(N)=N/O)n2)c1` gave ARNT-TACC3 inh -2, DENV2 CPE rescue -1, PAX8 reporter -29, EWS-Fli inh -23, CASP6 VEID inh -2, LGR2 inh -3 and SIRT5 block 3.
Screening N#Cc1c(-c2ccccc2)nc(-c2cccnc2)[nH]c1=O returned ARNT-TACC3 inh -1, DENV2 CPE rescue -5, PAX8 reporter 11, EWS-Fli inh -1, CASP6 VEID inh -5, LGR2 inh -6 and SIRT5 block 1.
`COc1ccc(C(=O)CC(=O)C(=O)Nc2ccc(OC)c(Cl)c2)cc1` gave ARNT-TACC3 inh -8, DENV2 CPE rescue -1, PAX8 reporter -22, EWS-Fli inh 4, CASP6 VEID inh -1, LGR2 inh -13 and SIRT5 block 10.
Screening COc1cc(/C=N/N=C(/C(=O)c2ccccc2)c2ccccc2)cc(OC)c1O returned ARNT-TACC3 inh 12, PAX8 reporter 2 and LGR2 inh 1.
`COc1ccc2c(c1)c(=O)oc1c(C)c(OCc3cc(C(=O)O)oc3C)ccc12` gave ARNT-TACC3 inh 1, DENV2 CPE rescue -2, PAX8 reporter 11, EWS-Fli inh 10, CASP6 VEID inh 51*, LGR2 inh -35 and SIRT5 block -4.
For Cc1cc(C)c(S(=O)(=O)N2CCN(C(=O)C3COc4ccccc4O3)CC2)c(C)c1 (centres undefined) the results were ARNT-TACC3 inh -7, DENV2 CPE rescue 0, PAX8 reporter 20, EWS-Fli inh 12, CASP6 VEID inh 1, LGR2 inh 0 and SIRT5 block 5.
For Cc1cc(Cl)c(S(N)(=O)=O)cc1OCC(=O)NC1CCCCC1 the results were ARNT-TACC3 inh -10, DENV2 CPE rescue -1, PAX8 reporter 15, EWS-Fli inh 3, CASP6 VEID inh 1, LGR2 inh 14 and SIRT5 block 0.
Cc1noc(C)c1NC(=O)Nc1ccc2c(c1)CC(=O)N([C@@H](C)CO)C[C@H](C)[C@H](CN(C)C(=O)NC1CCCCC1)O2 was read as PAX8 reporter -5, EWS-Fli inh 4 and LGR2 inh -2.
For O=C(c1cc(-c2ccccc2)nn1-c1ccccc1)N1CCN(S(=O)(=O)c2c(F)cccc2F)CC1 the results were ARNT-TACC3 inh 1, DENV2 CPE rescue 0, PAX8 reporter 13, EWS-Fli inh 22, CASP6 VEID inh 0, LGR2 inh -2 and SIRT5 block -1.
COc1ccc(S(=O)(=O)N(C)C[C@@H]2OCc3ccccc3-c3ccccc3C(=O)N([C@H](C)CO)C[C@@H]2C)cc1 was read as ARNT-TACC3 inh 11, DENV2 CPE rescue -6, EWS-Fli inh 7, CASP6 VEID inh -2, LGR2 inh 3 and SIRT5 block -5.
Screening S=C(NCc1ccco1)N1CCN(C(c2ccccc2)c2ccccc2)CC1 returned ARNT-TACC3 inh 1, DENV2 CPE rescue -2, CASP6 VEID inh 2, LGR2 inh 3 and SIRT5 block -5.
`C/C(CCc1ccc2c(c1)OCO2)=N\N=C1\NC(=O)CC(C(=O)Nc2ccc(Cl)cc2)S1` (centres undefined) gave ARNT-TACC3 inh 17, DENV2 CPE rescue -21, EWS-Fli inh 2, CASP6 VEID inh 2, LGR2 inh -1 and SIRT5 block 0.
`CC1(C)N=C(N)N=C(N)N1c1ccc(OCC(=O)N2CCOCC2)c(Cl)c1` gave DENV2 CPE rescue 1, PAX8 reporter 23, EWS-Fli inh 43, CASP6 VEID inh -6 and LGR2 inh -10.
For COc1cccc(C2CC(=O)Nc3cc(C)c(C)cc32)c1 (centres undefined) the results were DENV2 CPE rescue -10, PAX8 reporter 52, EWS-Fli inh 16, CASP6 VEID inh 2, LGR2 inh -13 and SIRT5 block -2.

Structures from the list above containing a Cl atom (4):
`COc1ccc(C(=O)CC(=O)C(=O)Nc2ccc(OC)c(Cl)c2)cc1` gave ARNT-TACC3 inh -8, DENV2 CPE rescue -1, PAX8 reporter -22, EWS-Fli inh 4, CASP6 VEID inh -1, LGR2 inh -13 and SIRT5 block 10.
For Cc1cc(Cl)c(S(N)(=O)=O)cc1OCC(=O)NC1CCCCC1 the results were ARNT-TACC3 inh -10, DENV2 CPE rescue -1, PAX8 reporter 15, EWS-Fli inh 3, CASP6 VEID inh 1, LGR2 inh 14 and SIRT5 block 0.
`C/C(CCc1ccc2c(c1)OCO2)=N\N=C1\NC(=O)CC(C(=O)Nc2ccc(Cl)cc2)S1` (centres undefined) gave ARNT-TACC3 inh 17, DENV2 CPE rescue -21, EWS-Fli inh 2, CASP6 VEID inh 2, LGR2 inh -1 and SIRT5 block 0.
`CC1(C)N=C(N)N=C(N)N1c1ccc(OCC(=O)N2CCOCC2)c(Cl)c1` gave DENV2 CPE rescue 1, PAX8 reporter 23, EWS-Fli inh 43, CASP6 VEID inh -6 and LGR2 inh -10.

Other entries follow:
Screening N=c1sccn1CC(=O)Nc1ccc(S(N)(=O)=O)cc1 returned ARNT-TACC3 inh -6, DENV2 CPE rescue 2, PAX8 reporter 21, EWS-Fli inh 8, CASP6 VEID inh 1, LGR2 inh 17 and SIRT5 block -1.
Screening C=CCn1c(SCc2ccc(C(=O)Nc3ccccc3)cc2)nnc1-c1ccccc1 returned ARNT-TACC3 inh 3, DENV2 CPE rescue 2, EWS-Fli inh -32, CASP6 VEID inh 2, LGR2 inh -10 and SIRT5 block -1.
Screening Cc1c(C(c2ccc(Br)cc2)c2c(C)n(C)n(-c3ccccc3)c2=O)c(=O)n(-c2ccccc2)n1C returned ARNT-TACC3 inh 10, DENV2 CPE rescue 2, PAX8 reporter -3, EWS-Fli inh -22, CASP6 VEID inh 0, LGR2 inh -1 and SIRT5 block -5.
For CCCn1c(SCC(=O)Nc2ccc(OC)cc2[N+](=O)[O-])n[nH]c1=O the results were ARNT-TACC3 inh -2, DENV2 CPE rescue 3, PAX8 reporter 3, EWS-Fli inh 0, CASP6 VEID inh 1, LGR2 inh 9 and SIRT5 block -3.
CC(=O)Nc1ccc(OCCOc2ccc([N+](=O)[O-])cc2)cc1 was read as ARNT-TACC3 inh -3, DENV2 CPE rescue 2, PAX8 reporter 13, EWS-Fli inh -15, CASP6 VEID inh -2, LGR2 inh -6 and SIRT5 block -1.
Screening COC(C/C=C/[C@@H](O)[C@H](C)OCc1ccccc1)OC returned ARNT-TACC3 inh 0, PAX8 reporter -14, EWS-Fli inh -11 and LGR2 inh 3.
CN(C)CCCN(C(=O)c1cccs1)c1nc2cc3c(cc2s1)OCO3 was read as ARNT-TACC3 inh 0, DENV2 CPE rescue -14, PAX8 reporter -18, EWS-Fli inh -21, CASP6 VEID inh 7, LGR2 inh -17 and SIRT5 block 0.
Screening COc1ccc(S(=O)(=O)N(C)C[C@@H]2OCCCC[C@@H](C)Oc3ccc(NC(=O)Nc4ccc5c(c4)OCO5)cc3C(=O)N([C@@H](C)CO)C[C@@H]2C)cc1 returned ARNT-TACC3 inh -7, DENV2 CPE rescue -9, PAX8 reporter 9, EWS-Fli inh 3, CASP6 VEID inh 1, LGR2 inh 10 and SIRT5 block 4.
For Cc1[nH]c2ccccc2c1C(=O)CSc1nc2ccccc2c(=O)n1-c1ccccc1F the results were PAX8 reporter 6, EWS-Fli inh 9, LGR2 inh 0 and SIRT5 block -3.
For O=C(c1cccc(S(=O)(=O)N2CCCCCC2)c1)N1CCN(c2ccccc2)CC1 the results were ARNT-TACC3 inh -27, DENV2 CPE rescue 1, PAX8 reporter 4, EWS-Fli inh -6, CASP6 VEID inh 2, LGR2 inh 6 and SIRT5 block -2.
Screening O=C1CN(C(=O)COC(=O)c2cccc(OCc3ccccc3)c2)c2ccccc2N1 returned ARNT-TACC3 inh -6, PAX8 reporter -27 and LGR2 inh 3.
`CN(C)/C=C/C(=O)c1cccc(Oc2ncccn2)c1` gave ARNT-TACC3 inh -3, DENV2 CPE rescue -1, PAX8 reporter 1, EWS-Fli inh 1, CASP6 VEID inh 1 and SIRT5 block 3.
Screening COc1ccc(-c2cc3ccc(O)cc3oc2=O)cc1 returned ARNT-TACC3 inh -1, DENV2 CPE rescue 2, PAX8 reporter -228, CASP6 VEID inh 3, LGR2 inh -42 and SIRT5 block -24.
For O=C(N/C(=C/c1cccc(Br)c1)c1nc(=S)[nH][nH]1)c1ccccc1 the results were ARNT-TACC3 inh 10, PAX8 reporter -3 and LGR2 inh 3.
Screening COc1cccc(-c2cnc3c(c2)C(=O)N([C@@H](C)CO)C[C@@H](C)[C@@H](CN(C)Cc2ccc(F)cc2)O3)c1 returned ARNT-TACC3 inh 2, DENV2 CPE rescue inconclusive, EWS-Fli inh 1, CASP6 VEID inh -2, LGR2 inh -9 and SIRT5 block -5.
CCc1ccccc1N1C(=O)[C@@H]2Cc3ccccc3CN2C1=O was read as ARNT-TACC3 inh -2, DENV2 CPE rescue -1, PAX8 reporter 2, EWS-Fli inh 9 and CASP6 VEID inh 1.
Cn1cnc(S(=O)(=O)N[C@@H]2C=C[C@@H](CC(=O)NCC3CCCCC3)O[C@H]2CO)c1 was read as ARNT-TACC3 inh -7, DENV2 CPE rescue 17, PAX8 reporter -8, EWS-Fli inh -5, CASP6 VEID inh -1, LGR2 inh -4 and SIRT5 block -2.
Screening O=C(NCCNC(=O)c1ccco1)c1ccc(F)cc1 returned ARNT-TACC3 inh -4, DENV2 CPE rescue 4, PAX8 reporter -18, EWS-Fli inh 2, CASP6 VEID inh -10, LGR2 inh 7 and SIRT5 block -1.
For CCOC(=O)c1sc(-c2ccc(F)cc2)cc1NC(=O)Nc1ccccc1OC the results were ARNT-TACC3 inh 1, PAX8 reporter 5 and LGR2 inh -13.
Screening COc1ccc(CNC(=O)C[C@H]2C[C@H]3c4cc(NS(=O)(=O)c5ccc(F)cc5)ccc4O[C@H]3[C@@H](CO)O2)cc1 returned ARNT-TACC3 inh -3, DENV2 CPE rescue 3, EWS-Fli inh 4, CASP6 VEID inh -3, LGR2 inh -12 and SIRT5 block 1.
CC(=O)NCc1ccc(-c2nc3ccccc3s2)cc1 was read as ARNT-TACC3 inh -7, DENV2 CPE rescue 0, PAX8 reporter -83, EWS-Fli inh -15, CASP6 VEID inh 1, LGR2 inh 9 and SIRT5 block -5.
Screening CC1=C(C(=O)N(C)C)CC(CC(=O)NC(c2ccccc2)c2ccccc2)C(=O)N1Cc1ccc(C(C)(C)C)cc1 (centres undefined) returned DENV2 CPE rescue 9, PAX8 reporter 8, EWS-Fli inh 10, CASP6 VEID inh 2, LGR2 inh 15 and SIRT5 block 8.

An unsorted share of the library; 4.9% or so of the library scored in one or more.
